Bioassay records deposited in PubChem BioAssay by several laboratories.
GSK3 alpha inh: blocks human GSK-3 alpha kinase | 320,000 compounds, 0.1% hits | ADP-Glo luminescence, 60 min | P49840 | inhibition, % at 10 µM;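 in the data active = inhibition above about 50%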;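 also: GST-tagged GSK-3 alpha with peptide substrate and 25 µM ATP; 0% = DMSO neutral wells and 100% = GW8510 positive control wells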
Target sequence (P49840 whole entry, looked up): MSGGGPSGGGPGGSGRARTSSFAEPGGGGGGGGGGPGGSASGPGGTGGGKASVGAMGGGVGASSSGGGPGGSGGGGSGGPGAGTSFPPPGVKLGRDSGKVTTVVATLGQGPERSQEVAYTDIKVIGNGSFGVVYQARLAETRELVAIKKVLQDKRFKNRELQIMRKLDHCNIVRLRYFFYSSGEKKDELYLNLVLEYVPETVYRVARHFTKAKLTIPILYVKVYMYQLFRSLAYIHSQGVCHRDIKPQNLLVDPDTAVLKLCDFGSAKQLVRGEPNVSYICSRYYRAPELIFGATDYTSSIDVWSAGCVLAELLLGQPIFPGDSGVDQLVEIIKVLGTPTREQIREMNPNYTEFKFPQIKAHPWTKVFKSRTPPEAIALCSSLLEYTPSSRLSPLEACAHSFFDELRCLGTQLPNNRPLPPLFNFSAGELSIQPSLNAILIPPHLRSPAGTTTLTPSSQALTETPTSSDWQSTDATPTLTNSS
GSK3beta inhib: inhibitors of human GSK3beta kinase; P49841; GST-GSK3beta kinase, ADP-Glo luminescence, 60 min; stronger effect = lower value; activity score (negative = inhibition), % at 10 µM; 300,000 compounds, 0.038% hits;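 active = more than half of replicate wells score below -50%, meaning over 50% inhibition versus plate controls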;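 also: 0% = median DMSO wells and -100% = median GW8510 positive control wells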
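test system = GST-tagged human GSK3beta kinase, cell-free | reagent = 25 µM ATP with peptide substrate | dosing = one dose of 10 µM per compound | schedule = 60 min reaction, RT | detection = luminescent ADP-Glo measurement of ADP formed | control set = DMSO neutral wells and GW8510 at 20 µM as positive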
KCNQ1 block: human KCNQ1 channel inhibition; CHO-K1 KCNQ1, FluxOR thallium flux fluorescence; stronger effect = higher value; 310,000 compounds, 1.3% hits; P51787; B-score at 10 µM; AID 2642;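 active = compounds whose thallium flux B-score, printed positive for inhibition, exceeds three library SD while starting fluorescence stays within three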;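 also: channel opened by potassium depolarization with thallium stimulus after 20 min compound exposure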
KCNQ1 pot: potentiates or activates the human KCNQ1 potassium channel | CHO-K1 KCNQ1, thallium flux FluxOR fluorescence; stronger effect = higher value | 310,000 compounds, 0.35% hits | B-score at 10 µM | P51787 | AID 2648;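 active = fluorescence ratio B-score, a plate-corrected score, at least three library SD, with initial intensity B-score within 5 SD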
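Medium – assay buffer, equal DMSO in all wells · Material – CHO-K1 cell line with stable KCNQ1 potassium channel expression · Signal – kinetic FluxOR thallium fluorescence, 10-s 1-Hz baseline, 110-s post-stimulus read · Compound – single concentration per compound, DMSO matched to controls · Schedule – 37 °C overnight plating, 90-min dark dye load, 20-min compound pretreatment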
DYRK1A inh: blocks rat Dyrk1A kinase activity; Q63470; ADP-Glo luminescence, NFATc1 peptide; inhibition, % at 12.5 µM; 310,000 compounds, 0.43% hits; AID 504441; in the data active = inhibition above about 50%;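 also: plate controls were vehicle with enzyme for no effect and no enzyme for full effect; many of its hits are not listed in these tables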
RGS4 pot: RGS4 potentiation or activation; HEK293 M3R/inducible RGS4, carbachol calcium flux Fluo4; stronger effect = lower value; B-score at 10 µM; 310,000 compounds, 0.92% hits; AID 463111;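 active = B-score of the integrated calcium signal more than 4 SD below the library mean, with starting fluorescence not abnormally high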;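 also: negative B-score means reduced calcium response which marks RGS4 activation or potentiation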
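test system = M3R-expressing HEK293 line, RGS4 induced by doxycycline | probe or stimulus = carbachol at ECmax as muscarinic agonist stimulus | timing = dye loading 30 min 37 °C, buffer rest 30 min RT | signal = calcium dye Fluo4 fluorescence | evaluation = B score from integrated fluorescence ratio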
hERG protect: compounds protecting human hERG from proarrhythmic drug block; 310,000 compounds, 0.51% hits; CHO-hERG, FluxOR thallium flux, dofetilide IC70 present; Q12809; activation (rescue from dofetilide block), less the hit threshold, % at 10 µM;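 active = activation above the mean of controls blocked by dofetilide plus 5 SD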;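 also: thallium influx through hERG after potassium depolarization seen as dye fluorescence rise; in these data hits start at about 4.7%; inactives centre near -7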
KCNK9 inh: inhibitors of human KCNK9 two-pore domain potassium channel; Q9NPC2; 310,000 compounds, 1.2% hits; B-score at 10 µM; HEK293 KCNK9, FluxOR thallium flux fluorescence; stronger effect = lower value;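 active = ratio B-score over 3 SD below the library mean, with starting fluorescence within 5 SD of its mean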;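 also: negative B-score means less thallium flux so channel inhibition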
HDAC3 inh: inhibitors of human histone deacetylase 3; recombinant HDAC3, fluorogenic peptide/trypsin coupled, fluorescence; inhibition, % at 8.3 µM; 320,000 compounds, 0.15% hits; AID 2718; in the data active = inhibition above about 26%, passing the limit was not always enough
PolyA inhibitor: blocks polyadenylation in yeast reporter cells; S. cerevisiae SKY197-pL101 polyadenylation reporter, beta-gal luminescence; efflux-impaired pdr1/pdr3 knockout yeast; score 100 = 6 SD above DMSO; calls only at 12 µM; 300,000 compounds, 0.02% hits;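 active = lowest replicate activity score at least 50, where 100 means six control SD above control mean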;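 also: yeast exposed to compound for 9 h at 30 °C; higher score means more reporter readthrough which indicates perturbed polyadenylation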
KCNK3 block: human KCNK3 channel inhibition, primary screen; B-score at 10 µM; 340,000 compounds, 0.84% hits; CHO-KCNK3 thallium flux, FluxOR fluorescence; stronger effect = lower value; AID 602410; O14649;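 active = B-score under library mean minus 4 SD, starting fluorescence ratio at most library mean plus 5 SD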;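 also: more negative B-score means stronger inhibition of thallium flux through KCNK3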
Target sequence (O14649 whole entry, looked up): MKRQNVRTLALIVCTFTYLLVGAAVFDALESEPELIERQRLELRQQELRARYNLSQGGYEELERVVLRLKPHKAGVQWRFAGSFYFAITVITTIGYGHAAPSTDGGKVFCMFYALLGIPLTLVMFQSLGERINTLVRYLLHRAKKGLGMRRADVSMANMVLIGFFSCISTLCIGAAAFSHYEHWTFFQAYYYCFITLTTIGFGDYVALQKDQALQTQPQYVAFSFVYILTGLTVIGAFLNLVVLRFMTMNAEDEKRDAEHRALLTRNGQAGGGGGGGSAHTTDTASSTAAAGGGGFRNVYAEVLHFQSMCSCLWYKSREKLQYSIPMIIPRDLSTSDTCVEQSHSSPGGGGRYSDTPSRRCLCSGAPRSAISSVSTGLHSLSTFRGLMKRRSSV
Active calls of the source: *; i = inactive; x = no result given. Only part of the results is shown, so the mix of outcomes need not match the whole.

entry	Compound	GSK3 alpha inh	GSK3beta inhib	KCNQ1 block	KCNQ1 pot	DYRK1A inh	RGS4 pot	hERG protect	KCNK9 inh	HDAC3 inh	PolyA inhibitor	KCNK3 block
1	CNC(=O)NC(=O)COc1c(F)c(F)cc(F)c1F	-2	2	i	i	0	i	-7	i	-4	i	i
2	Clc1cc2nc(-c3cccnc3Cl)[nH]c2cc1Cl	-2	2	i	i	-4	i	-5	i	-5	x	i
3	Cc1ccc(CNC(=O)C2(S(=O)(=O)c3ccccc3)CC=CC2)cc1	1	0	i	i	8	i	-4	i	-2	i	i
4	CCn1c(SCC(=O)Nc2c(C#N)cnn2-c2ccccc2)nnc1-c1cccs1	2	3	i	i	x	i	-4	i	-6	i	i
5	Cc1cccc(N2CCN(C(=O)CCS(=O)(=O)c3ccc(Br)cc3)CC2C)c1 (centres undefined)	-1	3	i	i	-28	i	-10	i	3	i	i
6	O/C(=C\c1ccc2ccccc2n1)c1ccc(O)cc1O	0	x	i	i	4	i	-12	i	1	i	i
7	O=c1c(-c2nn[nH]n2)coc2ccc(Cl)cc12	3	2	i	i	7	i	-7	i	5	i	i
8	O=C(CN1CCN(C(=O)C2CCCO2)CC1)Nc1ccc(Br)cc1 (centres undefined)	-1	5	i	i	-6	i	-2	i	-1	i	i
9	Cc1ccc(-c2cc(=O)[nH]c(NCc3ccccc3)n2)cc1	1	-4	i	i	-4	i	-4	i	2	i	i
10	CCOc1ccc2cc(C(=O)c3ccccc3)c(=O)oc2c1	-1	-2	i	i	-4	i	-8	i	20	i	i
11	Cc1ccc(C(=O)N2CCN(c3ccc(NC(=O)c4cccnc4Cl)cc3)CC2)cc1	-2	1	i	i	13	i	-6	i	-3	i	i
12	COc1ccc2ccccc2c1/C=N/NC(=S)NCCN1CCOCC1	0	1	i	i	x	i	-9	i	9	i	i
13	COc1ccc(N2CCN(C(=O)CSc3nc4c(c(=O)n(C)c(=O)n4C)n3C(C)C)CC2)cc1	2	-4	i	i	-5	i	-12	i	0	i	i
14	CN(C)S(=O)(=O)c1ccc(C(=O)/C=C/c2cccnc2)cc1	0	2	i	i	-1	i	-2	i	0	i	i
15	COc1cc(C(=O)Nc2ccc(NC(=O)c3ccccc3Cl)nc2)cc(OC)c1OC	0	1	i	i	-2	i	-11	i	7	i	i
16	CCc1nc(SCC(=O)Nc2cc(C)on2)c2c(=O)n(C)c(=O)n(C)c2n1	-1	1	i	i	0	i	-9	i	2	i	i
17	Cc1ccc(OCc2cc(C(=O)NC(C)Cc3cccnc3)no2)cc1C (centres undefined)	-3	x	i	i	2	i	-16	i	-8	i	i
18	CN1CCC(OC(=O)c2ccccc2Cl)CC1	x	-1	i	i	-2	-7.2*	-10	i	-6	i	i
19	O=[N+]([O-])c1cc(C(F)(F)F)cc([N+](=O)[O-])c1NCc1cccnc1	0	-1	i	i	7	i	-5	i	3	i	i
20	CCOC(=O)c1c(CC(C)C)csc1N	-2	1	i	i	-1	i	-11	i	1	i	i
21	CC(C)CCC(C)NC(=O)Cc1ccc(S(=O)(=O)N2CCOCC2)s1 (centres undefined)	0	1	i	i	x	i	-3	i	5	i	i
22	CCC(=O)Nc1ccc(NC(=O)CSc2nnc(-c3ccco3)n2CC)cc1	-2	-10	i	i	-8	i	-2	i	7	i	i
23	CCOc1ccc(Br)cc1C1=NN(C(C)=O)C(c2ccc([N+](=O)[O-])s2)O1 (centres undefined)	x	0	i	i	3	i	-7	-10*	x	i	-10*
24	CNc1nc(C)nc(N/N=C/c2ccccc2)n1	-1	0	i	i	-4	i	-6	i	1	i	i
25	COc1ccc(C)cc1NC(=O)NNC(=O)c1ccoc1C	1	-2	i	i	1	i	-9	i	-13	i	i
26	COc1cccc(CN2CCNC(=O)C2CC(=O)NCCc2ccccn2)c1 (centres undefined)	1	0	i	i	-1	i	-9	i	0	i	i
27	COc1ccc(/C=N/NC(=O)c2ccc(NC(=O)C3CCCCC3)cc2)cc1O	-3	1	i	i	1	i	-6	i	-3	x	i
28	CCOCCOc1nc2c(c(=O)n(C)c(=O)n2C)n1Cc1ccc(C)cc1	0	-2	i	i	60*	i	-13	i	-5	i	i
29	C[n+]1ccccc1Nc1cc([N+](=O)[O-])ccc1N	7	0	i	i	-5	i	-5	i	4	i	i
30	CCOC(=O)C1CCN(c2c(NCc3ccc(C(=O)NC(C)CC)cc3)c(=O)c2=O)CC1 (centres undefined)	0	1	i	i	5	i	-8	i	-8	i	i
31	O=C(COc1ccc2c3c(c(=O)oc2c1)CCC3)NC(Cc1ccc(Cl)cc1)C(=O)O (centres undefined)	-8	4	i	i	2	i	-3	i	-9	i	i
32	CC1(/[N+]([O-])=C/c2ccc(F)cc2)CCCCC1=O (centres undefined)	-2	-4	i	i	-23	i	-3	i	3	i	i
33	O=C(Cn1ncc2c(=O)oc3ccccc3c21)N1CCc2ccccc2C1	9	3	i	i	12	i	-8	i	-8	i	i
34	CCN(CC)CCCNC(=O)CSc1nc(C)cc(C)n1	0	-7	i	i	-1	i	1	i	-6	i	i
35	CN(C)S(=O)(=O)c1ccc(N2CCCC2)c(C(=O)NC2CCC(O)CC2)c1 (centres undefined)	-2	-3	i	i	2	i	-14	i	7	i	i
36	Cc1onc(-c2ccccc2Cl)c1C(=O)Nc1ccc(F)c(F)c1	2	-2	i	i	-3	i	-16	i	-2	i	i
37	NC(=S)NNc1cc(Cl)cc(Cl)c1	-2	1	i	i	24	i	-5	i	-4	i	i
38	COc1ccc(S(=O)(=O)NCC2CCCN(C(=O)C=C(C)C)C2)cc1 (centres undefined)	-1	3	i	i	-3	i	-14	i	-2	i	i
39	Nc1c(C(=O)NC2CCCC2)c2nc3ccccc3nc2n1/N=C/c1cccnc1	-2	0	i	i	-2	i	-12	i	x	i	i
40	CC(C)Cc1ccc(CN2CCCC(NC(=O)c3ccnn3C)C2)cc1 (centres undefined)	2	2	i	i	1	i	-8	i	-1	i	i
41	O=C(CC(C(=O)O)N1CCOCC1)Nc1ccc(Cl)cc1 (centres undefined)	-2	2	i	i	0	i	-9	i	1	i	i
42	C[C@H]1C=C(C(=O)NCc2nc3ccccc3[nH]2)O[C@@H](OCc2ccc(CO)cc2)C1	-1	-1	i	i	22	i	-7	i	-2	i	i
43	O=C(CSc1nc(C2CC2)nc2ccccc12)Nc1ccccc1N1CCOCC1	-1	-2	i	i	-2	i	-7	i	6	i	i
44	O=C(CSc1nnc(NC(=O)c2c(F)cccc2F)s1)NCc1ccc(F)cc1	-1	2	i	i	15	i	-5	i	7	x	i
45	CN(C)c1ccc(/C=N/NC(=O)c2cc(=O)[nH]c3ccccc23)cc1	-3	1	i	i	2	i	-5	i	-5	i	i
46	O=C(CSc1nnc(-c2ccccc2Br)o1)N1CCOCC1	2	-4	i	i	-4	i	-9	i	-4	i	i
47	COc1cccc(CN2CC(C(=O)NCCc3ccc(C)s3)CCC2=O)c1 (centres undefined)	-2	0	i	i	4	i	-12	i	-2	i	i
48	Cc1nnc(SCC(=O)NC2CCCC2)n1CCc1ccccc1	-1	2	i	i	-5	i	-7	i	-3	i	i
49	Cc1cc(C)c(C(=O)COC(=O)C2CC3CCCC(C2)C3=O)c(C)c1 (centres undefined)	-1	2	i	i	x	i	-4	i	2	i	i
50	CN(C)c1ccc2nsnc2c1[N+](=O)[O-]	1	-7	i	i	0	i	-2	i	4	i	i
51	COc1ccc(NC(=O)Nc2nnc(C(C)C)s2)cc1	-4	1	i	i	6	i	-10	i	4	i	i
52	Cc1ccc(S(=O)(=O)N2CCN(CC(=O)NC3CCCc4ccccc43)CC2)c(C)c1 (centres undefined)	0	-5	i	i	-4	i	-15	i	4	i	i
53	Cn1c(C(=O)N(Cc2ccccc2)Cc2cccs2)cc2sccc21	-3	0	i	i	3	-7.8*	-17	i	-4	i	i
54	CC1=CN2C(=N)/C(=C/c3ccc(C)o3)C(=O)N=C2S1	0	-2	i	i	-3	i	-9	i	6	x	i
55	COc1ccc(C/C(C)=N/NC(=O)c2ccncc2)cc1	2	0	i	i	-3	i	-8	i	6	i	i
56	CCCCOC(=O)Nc1ccc(S(=O)(=O)Nc2nccs2)cc1	0	1	i	i	-9	i	-10	i	1	i	i
57	CCCCc1[nH]c(=O)c(C#N)c2c1CCCC2	x	1	i	i	3	i	-10	i	1	i	i
58	COc1ccc(NS(=O)(=O)c2cn(C)cn2)cc1Cl	-2	0	i	i	-8	i	-8	i	3	i	i
59	CCCCn1c(O)c(N=NC(=O)c2ccncc2)c2cc(Br)ccc21	2	2	i	i	-4	i	-6	i	-1	i	i
60	CCOc1ccc(CCNC(=O)c2[nH]c(C)c(C(C)=O)c2C)cc1OCC	-4	-1	i	i	2	i	-12	i	4	i	i
61	COc1ccccc1CNC(=O)C(=O)c1cn(CC(=O)N2CCOCC2)c2ccccc12	-1	5	i	i	4	i	-10	i	3	i	i
